Bioassay records from PubChem.
KDM5B inh: Primary screen for KDM5B Histone Demethylases FDH-coupled qHTS; KDM5B demethylase, FDH-coupled NADH fluorescence (FDH is formaldehyde dehydrogenase); AID 1347165, 2019; Lysine-specific demethylase 5B (Homo sapiens), Q9UGL1; Potency, µM (titrated, usually from 57.7 µM), for the others: at the highest dose activity change, negative = inhibition, hits mostly inhibitors; 220,000 tested, 2.6% active; active means well fitted inhibition curve with a large enough effect; inconclusive means small, poorly fitted or top-dose-only effect; inactive means no such curve, though single readings can be large or run the other way; further: 0% is about no effect; nearly all actives have a fitted effect of over 70% in size
Target sequence (Q9UGL1 whole entry, looked up): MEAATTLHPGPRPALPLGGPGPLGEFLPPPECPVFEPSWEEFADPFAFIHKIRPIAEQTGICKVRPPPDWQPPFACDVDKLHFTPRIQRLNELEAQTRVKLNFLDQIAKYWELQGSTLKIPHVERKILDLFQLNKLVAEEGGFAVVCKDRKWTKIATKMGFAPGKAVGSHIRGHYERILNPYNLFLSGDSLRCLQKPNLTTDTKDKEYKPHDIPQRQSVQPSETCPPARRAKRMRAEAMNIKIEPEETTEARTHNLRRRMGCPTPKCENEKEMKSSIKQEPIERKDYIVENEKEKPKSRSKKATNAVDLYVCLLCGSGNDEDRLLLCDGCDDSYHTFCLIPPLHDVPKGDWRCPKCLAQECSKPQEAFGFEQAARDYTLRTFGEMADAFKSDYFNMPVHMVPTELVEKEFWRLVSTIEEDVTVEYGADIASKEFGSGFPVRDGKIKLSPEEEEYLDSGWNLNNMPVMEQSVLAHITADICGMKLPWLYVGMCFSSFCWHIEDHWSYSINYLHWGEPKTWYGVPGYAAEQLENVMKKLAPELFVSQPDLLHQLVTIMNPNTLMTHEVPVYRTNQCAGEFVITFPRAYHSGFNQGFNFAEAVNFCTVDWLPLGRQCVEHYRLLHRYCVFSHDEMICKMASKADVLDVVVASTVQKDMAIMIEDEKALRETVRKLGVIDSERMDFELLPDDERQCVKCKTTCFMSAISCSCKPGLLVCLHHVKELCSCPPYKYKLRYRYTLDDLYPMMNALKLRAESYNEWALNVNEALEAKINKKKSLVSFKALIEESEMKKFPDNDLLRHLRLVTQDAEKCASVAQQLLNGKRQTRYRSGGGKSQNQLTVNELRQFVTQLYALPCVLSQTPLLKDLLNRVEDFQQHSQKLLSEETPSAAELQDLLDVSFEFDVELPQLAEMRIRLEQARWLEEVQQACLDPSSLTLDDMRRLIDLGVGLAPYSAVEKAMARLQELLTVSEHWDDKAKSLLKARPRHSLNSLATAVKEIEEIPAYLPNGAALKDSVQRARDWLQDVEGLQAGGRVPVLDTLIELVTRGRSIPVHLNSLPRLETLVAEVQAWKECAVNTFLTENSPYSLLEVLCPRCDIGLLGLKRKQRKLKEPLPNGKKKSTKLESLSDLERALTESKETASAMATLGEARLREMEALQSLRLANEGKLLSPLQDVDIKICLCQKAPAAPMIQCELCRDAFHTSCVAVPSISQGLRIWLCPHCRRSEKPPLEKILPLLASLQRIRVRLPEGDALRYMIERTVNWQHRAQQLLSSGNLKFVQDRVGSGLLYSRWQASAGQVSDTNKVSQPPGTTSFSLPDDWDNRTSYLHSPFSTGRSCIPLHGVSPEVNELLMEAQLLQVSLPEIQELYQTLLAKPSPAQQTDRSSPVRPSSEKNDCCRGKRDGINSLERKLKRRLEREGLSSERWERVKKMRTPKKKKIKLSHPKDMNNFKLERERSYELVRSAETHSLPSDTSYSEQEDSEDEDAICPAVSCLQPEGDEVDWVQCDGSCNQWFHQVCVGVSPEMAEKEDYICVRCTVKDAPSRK
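Measured: NADH fluorescence change, 30 min, RT. System: KDM5BΔAP 200 nM final, H3K4me3 peptide, α-KG, Fe(II), ascorbate, NAD⁺ plus FDH, pH 7.5 HEPES. Compounds: titrated, 10 min pre-incubation with enzyme.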
* = called active by the depositor; ? = inconclusive; [ ] = remark or other dose. Potency means the concentration at half of the fitted maximal effect. This is a subset; rates above refer to the full screens.

SMILES	KDM5B inh
COc1ccc(OC)c(C2N=C(N)Nc3nc4ccccc4n32)c1 (stereo not given)	-4.0%
Cc1ccc(NCC(=O)Nc2cc(C(F)(F)F)ccc2-n2cncn2)c(F)c1	5.6%
Cc1ccnc(NC(=O)c2cnc(Cl)c(Cl)c2)c1	-17.8%
COC(=O)c1cccc(NC(=O)c2ccc3c(c2)N(C)C2CCCCN2C3=O)c1 (stereo not given)	?
CN(Cc1cccc(-n2cccn2)c1)Cc1nc(-c2cccs2)no1	-1.2%
Cc1cc(C2CCCN2C(=O)C2CCN(C(=O)C3CCCC3)CC2)on1 (stereo not given)	-2.7%
CN1CCN(C2Cc3cc(F)ccc3Sc3ccc(Cl)cc32)CC1 (stereo not given)	11.0%
O=C(C1CC1)N1CC=C(c2c[nH]c3ccccc23)CC1	?
CC(C)c1ccc(CNCCSc2nnnn2C)cc1	-8.1%
Cc1ccc(NC(=O)CC2C(=O)Nc3nc(-c4ccccc4)nn32)cc1C (stereo not given)	8.0%
C/C(=N/O)c1ccc2c(c1)NC(=O)CO2	1.9%
N#Cc1cccc(NC(=O)Cc2ccc3c(c2)CCC3)c1	14.4%
CCC(C)c1ccc(NC(=O)CCc2ncc(-c3ccccc3F)o2)cc1 (stereo not given)	-12.7%
COc1ccc(-c2c(NC(=O)c3cccs3)oc3ccccc3c2=O)cc1	16.4%
Cc1ccc(NC(=O)c2cc(S(=O)(=O)NC3CCCCC3)ccc2F)cc1Cl	?
CCCn1c2ccccc2c2cnn(CC(=O)N(CC)c3cc(C)ccc3C)c(=O)c21	?
CCN(CC)S(=O)(=O)c1ccc(=O)n(Cc2cc(=O)oc3c(C)c(C)ccc23)c1	-4.0%
C/C(=N\NC(=O)CN1CCN(Cc2ccccc2)CC1)c1ccncc1	-3.9%
COc1cc(OC)cc(C(=O)Nc2cccc(-c3cn4cccnc4n3)c2)c1	?
O=C1Nc2ccccc2C12CN(CC1CCCCC1)C2	1.9%[149 µM]
Nc1ncc(S(=O)(=O)NCc2ccc(F)cc2)cn1	2.1%
CCOc1cc(C#N)ccc1OCc1ccccc1	6.6%
CCOc1ccc(-c2nc(C#N)c(NCCCN(C)C)o2)cc1	?
Cn1nc(C(=O)OCC(=O)Nc2ccc(Cl)cn2)c2ccccc2c1=O	-0.7%
O=C1NC2(CCCN(C(=O)c3cccnc3)C2)COc2ccccc21 (stereo not given)	-25.3%[86.2 µM]

Later entries.
SMILES	KDM5B inh
O=C(CCCc1c[nH]c2ccccc12)N1CCc2c(nc3cc(-c4ccccc4)[nH]n3c2=O)C1	?
CN(C)c1ccc(-c2cc3c(ccn3C)c(C(=O)NCc3cccnc3)n2)cc1	?
O=C(Nc1ccccc1)O[C@H]1COCCN(c2nc3ccccc3o2)C1	-21.4%[86.2 µM]
O=C(C[C@H]1NC(=O)c2ccccc2NC1=O)Nc1nc(-c2ccccn2)cs1	?
CCn1cc(C(=O)N2CCN(CC(=O)NCc3ccccc3)CC2)c2ccccc21	11.9%
CCOC(=O)c1[nH]c(C)c(CCC(=O)N2CCN(c3cccc(OC)c3)CC2)c1C	-4.2%
CCC(CC)C(CNC(=O)c1ccc(Cl)cc1F)N1CCOCC1 (stereo not given)	-2.4%
O=C(N1CCOCC1)N1CCN(c2cc(Cl)ncn2)C(=O)C1	-15.6%[149 µM]
CCN1c2cc(C(=O)Nc3ccc(OC)cc3)ccc2C(=O)N2CCCCCC21 (stereo not given)	?
COc1ccc(OC(=O)CCCOc2ccc(Cl)cc2Cl)cc1	-12.6%
Cc1ccccc1CN1c2ccccc2-c2nc(SCC(=O)c3ccccc3)ncc2S1(=O)=O	-15.4%
CS(=O)(=O)c1ccc(OCC2(CNS(=O)(=O)c3ccc(Cl)cc3)C[C@@H](O)[C@@H](O)C2)cc1 (stereo not given in full)	-10.6%
COc1ccc(C(=O)/C(C#N)=C\c2cc(Br)c(O)c(OC)c2)cc1	?
O=C(O)c1ccc(CN2C[C@@H]3OCC(=O)N(CC4CC4)[C@@H]3C2)cc1	-12.5%[86.2 µM]
CN(Cc1ccc(-c2ccccc2)cc1)Cc1cccc(F)c1	20.8%[86.2 µM]
O=C(CC1C(=O)N(c2ccc(F)cc2)C(=O)N1Cc1ccc2c(c1)OCO2)Nc1ccc(Cl)cc1 (stereo not given)	-7.2%
Cc1ccc(NCc2ccco2)cc1C	-2.6%
Cc1occc1C(=O)N1CCC2(CC1)CC(c1ccccc1)CN(C)C2 (stereo not given)	-27.9%
C=CCNC(=O)C(=O)Nc1ccc(Cl)c(C(F)(F)F)c1	9.1%
c1ccc(-c2noc(-c3ccn4c(CN5CCCCCC5)nnc4c3)n2)cc1	?
CN1CCCCCC(O)c2cc(C(=O)N3CCN(c4ccccn4)CC3)ccc21 (stereo not given)	-20.7%
N#Cc1ccc(Oc2c(-c3ccccc3)cccc2-c2ccccc2)cc1C#N	5.2%
COc1cccc(SCC(=O)c2ccc3c(c2)NC(=O)CO3)c1	-8.7%
Cc1ccc(C(=O)NC(c2cccnc2)c2cc(C)ccc2C)cc1 (stereo not given)	25.2%
C[S+](=O)([O-])CCn1ncc2cc(OCC3CCN(Cc4cccs4)CC3)ccc21	13.1%[86.2 µM]

5 records drawn at random from those above, as already listed:
SMILES	KDM5B inh
CN1CCCCCC(O)c2cc(C(=O)N3CCN(c4ccccn4)CC3)ccc21 (stereo not given)	-20.7%
COc1cccc(SCC(=O)c2ccc3c(c2)NC(=O)CO3)c1	-8.7%
CN(Cc1ccc(-c2ccccc2)cc1)Cc1cccc(F)c1	20.8%[86.2 µM]
CCn1cc(C(=O)N2CCN(CC(=O)NCc3ccccc3)CC2)c2ccccc21	11.9%
COc1ccc(C(=O)/C(C#N)=C\c2cc(Br)c(O)c(OC)c2)cc1	?

Following part.
SMILES	KDM5B inh
Cc1ccc(C)c(-c2cc(C(=O)Nc3cc(C)on3)c3ccccc3n2)c1	-10.7%
Cc1[nH]c2ccccc2c1C(=O)OC(C)C(N)=O (stereo not given)	15.0%
O=C(Cc1cccnc1)N1CCOCC2(CN(Cc3cc(F)cc(F)c3)C2)C1	-15.6%[86.2 µM]
CC(NCC(O)COc1ccccc1)C1COc2ccccc2O1 (stereo not given)	41.6%[activator]
COc1ccc(NC(=O)N[C@H]2[C@H](O)[C@@H](N3CCN(c4ccccc4)CC3)[C@@H]3OC[C@H]2O3)cc1	19.0%
CCn1c(=NC(=O)c2ccc3c(c2)OCCO3)sc2c(C)ccc(OC)c21	-27.6%
Cn1c2ccccc2c2c(C(=O)N3CCN(c4ccc(F)cc4)CC3)cn(C3CCCCC3)c(=O)c21	6.4%
CSc1ccc(Cl)c(C(=O)N2CCN(Cc3cc(=O)n4ccsc4n3)CC2)c1	?
COc1ccccc1CN(C)C(=O)Cc1nn(C)c(=O)c2ccccc12	14.4%
CCCCCn1c(CCCNC(=O)c2ccccc2)nc2ccccc21	4.3%
COc1cccc(N2CCN(Cc3ncc(-c4ccccc4)o3)CC2)c1	17.5%
CN1CCN(c2cc(=O)c3ccnc(NCc4ccccc4)c3o2)CC1	39.8µM*
Cn1cc(C(C(=O)O)N2CCN(c3ncc(Br)cn3)CC2)c2cc(C(=O)O)ccc21 (stereo not given)	5.0%
CC(OC(=O)c1cccc(-n2cnnn2)c1)C(=O)Nc1ccc(N2CCOCC2)cc1 (stereo not given)	-11.0%
COc1cccc(CN2CCc3nn(C)c(=O)n3CC2)c1OC	-32.9%
COc1ccc(C2N3CC4(C)CN2CC(c2ccccc2)(C3)C4=O)cc1OC (stereo not given)	-0.6%
COc1ccc(-n2cc(CN3CCC(CO)CC3)c(-c3cccc(F)c3)n2)cc1	?
Cc1ccc(S(=O)(=O)NC2(C(F)(F)F)NC(=O)N(CCc3ccccc3)C2=O)cc1 (stereo not given)	-35.9%
CN(C)c1oc(-c2ccccc2Cl)nc1S(=O)(=O)c1ccc2c(c1)OCCO2	?
COc1ccccc1C1=NOC(C(=O)Nc2ccc(OC(F)(F)F)cc2)C1 (stereo not given)	-11.1%
CCN(Cc1ccccc1)C(=O)Cn1c(=O)n(-c2ccc(Cl)cc2)c(=O)c2c(C)c(C)sc21	2.2%
O=C(COc1ccc(Cl)cc1)N1CCC(c2nc3ccccc3o2)CC1	13.0%
CCOc1ccc(CC(=O)N[C@@H]2CN(c3ccncn3)C[C@H]2CN(C)C)cc1	-26.7%
CN(C)c1ccc(/C=C(\NC(=O)c2ccccc2)C(=O)NCCCn2ccnc2)cc1	13.9%
CCCc1cc(=O)oc2c(C)c(OCC(=O)NCc3cccnc3)ccc12	-10.2%

(more compounds)
SMILES	KDM5B inh
O=C(CCCc1ccccc1)N1CCN(C(=O)c2nnn3c2COC(c2ccccc2)C3)CC1 (stereo not given)	18.8%
CCOc1ccc(CC(=O)NC2CCN(c3cc(-c4cccs4)[nH]n3)C2)cc1 (stereo not given)	?
COc1ccc(Cl)cc1NC(=O)C(C)OC(=O)c1cc(CO)oc1C (stereo not given)	2.3%
COC(=O)c1ccc(C(=O)OC)c(NS(=O)(=O)c2c(C)cc(C)cc2C)c1	?
CCN(Cc1ccccc1)CC(O)COCc1ccc(OC)c(OC)c1 (stereo not given)	4.6%
O=c1[nH]c(=O)n(Cc2ccco2)c2nccc(-c3ccc(-c4ccccc4)cc3)c12	?
COc1ccc(C(=O)C[n+]2ccc(N(C)C)cc2)cc1	18.2%
Cc1ccsc1C(=O)N1CCC(n2cnnc2C2CC2)CC1	-7.6%
O=C(Nc1ccc2oc(-c3ccncc3)nc2c1)c1ccc(Cl)cc1Cl	?
O=C(Cc1c[nH]c2ncc(-c3ccsc3)cc12)NCc1cccnc1	?
Cn1cc(-c2cnc3[nH]cc(CC(=O)Nc4ccccc4Cl)c3c2)cn1	31.6µM*
CCOc1ccc2oc(C(=O)OCC(=O)NCc3ccc(OC)cc3)c(C)c2c1	?
COC1C(=O)N(C2CCN(C(=O)c3cnn(C)c3)CC2)C12CCOCC2 (stereo not given)	17.8%
CCCc1cc(=O)oc2cc(OCC(=O)OC(C)(C)C)ccc12	-15.6%
Cc1ccc(N2C(=O)CN(S(=O)(=O)c3ccc(C)cc3)CC2(C)C(=O)NCCC(C)C)cc1 (stereo not given)	11.0%
CN1C(=O)c2cccn2CC1CNC(=O)c1nccn1C (stereo not given)	1.9%
Cc1noc(C)c1S(=O)(=O)N1C[C@@H](Oc2cccnc2)C[C@H]1C(=O)N1CCCC1	-8.3%
Cc1ccc(Cl)cc1NC(=O)Cn1c(=O)n(CCC(=O)N2CCc3ccccc3C2)c(=O)c2ccccc21	-19.6%
O=C(NCCc1ccccn1)c1ccc2c(c1)N(S(=O)(=O)c1ccccc1)CC2	-5.1%
CCN1c2cc(C(=O)Nc3cc(OC)ccc3OC)ccc2C(=O)N2CCCCCC21 (stereo not given)	?
O=C(c1nnn2c1COC(c1ccc(Cl)cc1)C2)N1CCSCC1 (stereo not given)	22.7%
O=S1(=O)c2ccccc2N(Cc2ccc(Cl)cc2F)c2ccccc21	-14.0%
COC(=O)C1=C(C)N=C2SC=C(CC(=O)Nc3ccc(C)c(C)c3)N2C1c1ccccc1 (stereo not given)	?
O=C(CCc1ncc(-c2c(F)cccc2F)o1)N1CCSCC1	-7.1%
Cc1ccc(C2Cn3nnc(C(=O)N4CCC(C(=O)NCCN(C)C)CC4)c3CO2)cc1 (stereo not given)	2.1%

Reformatted field by field: four of the compounds above.
> Cc1ccc(Cl)cc1NC(=O)Cn1c(=O)n(CCC(=O)N2CCc3ccccc3C2)c(=O)c2ccccc21
- KDM5B inh: -19.6%
> O=C(NCCc1ccccn1)c1ccc2c(c1)N(S(=O)(=O)c1ccccc1)CC2
- KDM5B inh: -5.1%
> CCN1c2cc(C(=O)Nc3cc(OC)ccc3OC)ccc2C(=O)N2CCCCCC21 (stereo not given)
- KDM5B inh: ?
> O=C(c1nnn2c1COC(c1ccc(Cl)cc1)C2)N1CCSCC1 (stereo not given)
- KDM5B inh: 22.7%

Next entries:
SMILES	KDM5B inh
COc1ccccc1NC(=O)Cn1c(C)ccc(NS(=O)(=O)c2ccccc2)c1=O	-2.6%
CC(C)c1nn2c(=O)cc(COC(=O)c3cccs3)nc2s1	-4.1%
C#CCN(C)Cc1nc(C2(O)CCN(C(C)=O)CC2)cs1	20.4%[86.2 µM]
CC(C)N1CC[C@@H]2[C@H]1C(=O)NC[C@H](CCC(=O)N1CCN(c3ccccc3)CC1)N2C	-0.2%[86.2 µM]
COc1cc(NC(=O)Cc2nc(-c3cccs3)oc2C)cc(OC)c1	?
Cc1cc(C)c(-c2csc(NC(=O)Cn3ncc4ccccc4c3=O)n2)c(C)c1	-3.3%
O=C(NCCc1nc2ccccc2s1)[C@H]1CNC[C@@H](C(=O)N2CCOCC2)C1	29.4%
CN(c1ccccc1)S(=O)(=O)c1ccc(NC(=O)c2nc(S(C)(=O)=O)ncc2Cl)cc1	17.1%
CCc1nc(CN2CCN(c3cc(C(F)(F)F)ccn3)CC2)c(C)[nH]1	19.2%
O=C1[C@@H]2C[C@@H](O)CN2C2(CN(Cc3ccccc3)C2)C(=O)N1Cc1ccccc1F	-19.9%[86.2 µM]
COc1ccc(OC)c(S(=O)(=O)N/N=C\c2c[nH]c3ccccc23)c1	15.3%
O=C(C1CC1)N1CCc2nn(Cc3ccccc3)c(=O)n2CC1	-27.9%
CC(=O)NC1(C)CCN(Cc2cccc(-c3ccc4c(c3)OCCN4C)c2)C1 (stereo not given)	?
COc1cc(OC)cc(C(=O)NC2CC3CCC(C2)N3C)c1 (stereo not given)	-3.3%
Cc1ccc(C)c(N2CCN(C(=O)Cn3cnc4nc5c(cc4c3=O)CCCC5)CC2)c1	?
Cc1ccc(C(=O)Nc2ccc(C(=O)OCc3cc(=O)n4nc(C5CC5)sc4n3)cc2)cc1	7.6%
O=C(NCCCN1CCN(c2ccccc2F)CC1)c1cc2c(Cl)nc3ccccc3c2s1	-10.1%
Fc1ccc(NC(=S)NC2CC2)cc1	18.8%
